Source: PubChem
Measles CPE: protection of cells from measles virus | actives 1.5% (n = 140,000) | protection (pct of control), % at 4 µM | AID 841 | Measles virus-infected cells, CPE protection, absorbance; in the data active = protection mostly above about 24%, no sharp cut-off; inactive = mostly below about 26%; note: some compounds called inactive have numbers as strong as hits
HCT116 bCat-KO: beta-catenin-lacking colon tumor cell growth suppression | actives 1.5% (n = 140,000) | HCT116 beta-catenin knockout viability, CellTiter-Glo, 60 h; hits give low values | AID 818 | viability, % at 10 µM;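 active = viability at or under a set limit, the compound median less 4 SD, cut at about 6% in these data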;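 note: 0% = Hyamine 1622 control at 20 µM and 100% = untreated cell control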
BB579 growth dn: chemicals that inhibit yeast BB579 growth in restrictive medium (lifespan-shortening candidates); actives 0.51% (n = 140,000); S. cerevisiae BB579 growth, OD615, 48 h; AID 804; inhibition, % at 10 µM;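 active = inhibition above a set limit, 3 SD over the mean compound inhibition, cut at about 44% in these data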; note: inactives centre near -24
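Assay system: S. cerevisiae DeaD strain BB579 yeast. Medium: CSMM-D restrictive synthetic medium containing dextrose (glucose). Times: 4 h cell preincubation, 48 h compound exposure, 30 °C humidified. Signal: OD615 turbidity measurement. Benchmarks: positive control amphotericin B 10 µg/mL.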
HCT116 PTEN-null: suppresses growth of cells with PTEN deletion | HCT116 PTEN-null viability, CellTiter-Glo, 60 h; hits give low values | viability, % at 10 µM | actives 1.2% (n = 140,000) | AID 827;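 active = viability at or below a set limit, 4 SD under the median of all tested compounds, cut at about 3.7% in these data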;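 note: PTEN knockout HCT116 line with beta catenin targeted HCT116 as companion control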
Yeast lifespan up: extends the lifespan of yeast. S. cerevisiae growth with nicotinamide, OD615; deaD strain in restrictive glucose medium. actives 0.68% (n = 130,000). inhibition of the nicotinamide effect, % at 10 µM;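 active = inhibition above a set limit, placed 3 SD over the median of all compounds, cut at about 26% in these data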;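 note: 0% = nicotinamide-treated wells and 100% = cells grown without nicotinamide; some compounds called inactive have numbers as strong as hits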
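Assay system: engineered S. cerevisiae DeaD replicative-lifespan strain, galactose-grown log-phase cells; Buffer or medium: CSMM-D glucose medium, restrictive; Probe or stimulus: nicotinamide 1.5 mM; Compound: single dose 10 µM compound, 0.25% DMSO; Schedule: 4 h preincubation then 48 h treatment at 30 °C; Technique: OD615 measurement.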
GALR2 blocker: GALR2 (human) receptor antagonism | O43603 | GALR2-expressing cells, antagonist mode | inhibition, % at 4 µM | actives 0.39% (n = 140,000) | AID 828; in the data active = inhibition above about 27%;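 note: cells stimulated with galanin 1-16 at roughly its EC80; 0% = agonist challenge control and 100% = basal control without agonist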
Target sequence (O43603 whole entry, looked up): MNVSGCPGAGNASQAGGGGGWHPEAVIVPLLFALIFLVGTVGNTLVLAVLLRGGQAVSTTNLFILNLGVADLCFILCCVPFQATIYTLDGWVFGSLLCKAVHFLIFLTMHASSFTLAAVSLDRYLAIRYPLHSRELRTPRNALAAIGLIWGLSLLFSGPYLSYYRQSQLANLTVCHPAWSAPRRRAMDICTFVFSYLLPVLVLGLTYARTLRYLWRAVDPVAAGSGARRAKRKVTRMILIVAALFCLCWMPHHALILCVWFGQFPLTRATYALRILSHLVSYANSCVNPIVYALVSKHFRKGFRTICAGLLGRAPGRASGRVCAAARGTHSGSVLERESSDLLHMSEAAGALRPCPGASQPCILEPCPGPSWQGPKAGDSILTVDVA
Phagocytosis inh: blocks phagocytosis by macrophages; inhibition, % at 5 µM; actives 0.07% (n = 110,000); J774A.1 macrophage IgG-bead phagocytosis, imaging;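 active = inhibition above the mean of the plate negative controls plus 5 SD, cut at about 13% in these data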;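 note: phagocytic index as fraction of beads internalized from green versus red external bead signal; plate controls were DMSO negative control for no effect and cytochalasin-D positive control for full effect; some results beyond the cut were filed as inactive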
MRP-1 activ: activators of MRP-1; H69AR cells + doxorubicin, viability rescue, CellTiter-Glo; viability increase, % at 10 µM; actives 0.61% (n = 140,000); AID 799;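 active = viability gain under doxorubicin at or above a set limit, the compound median plus 3 SD, cut at about 4.7% in these data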;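 note: MRP-1 overexpressing cells given doxorubicin 25 µM after compound pretreatment; 18-22 h compound pretreatment then 72 h with doxorubicin before readout; 0% = doxorubicin-only wells and 100% = vehicle-treated cells without doxorubicin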
NPY Y2 blocker: blocks the human neuropeptide Y Y2 receptor; NPY-Y2 expressing cells, antagonist mode; inhibition, % at 2.7 µM; P49146; actives 0.99% (n = 140,000); in the data active = inhibition above about 17%;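 note: 0% = vehicle with agonist challenge and 100% = reference antagonist with challenge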
Target sequence (P49146 whole entry, looked up): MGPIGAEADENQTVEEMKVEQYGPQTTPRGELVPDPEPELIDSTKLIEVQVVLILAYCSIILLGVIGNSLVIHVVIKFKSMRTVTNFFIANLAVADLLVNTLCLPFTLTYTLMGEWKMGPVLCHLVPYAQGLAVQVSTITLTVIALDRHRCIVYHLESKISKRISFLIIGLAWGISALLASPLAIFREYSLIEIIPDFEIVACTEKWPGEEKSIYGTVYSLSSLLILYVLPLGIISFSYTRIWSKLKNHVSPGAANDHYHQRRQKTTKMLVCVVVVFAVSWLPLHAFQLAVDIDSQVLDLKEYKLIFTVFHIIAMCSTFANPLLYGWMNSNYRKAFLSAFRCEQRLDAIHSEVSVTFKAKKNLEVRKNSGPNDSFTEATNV
E-sel TNF inh: TNF alpha driven E-selectin expression inhibition; HUVEC TNFa-induced E-selectin immunofluorescence, high content; inhibition, % at 2 µM; actives 0.71% (n = 120,000); AID 1246;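 active = inhibition above the batch mean plus 3 SD, and confirmed as a hit on visual image review, cut at about 43% in these data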;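 note: 0% = TNF-stimulated DMSO wells and 100% = unstimulated control wells; not every result past the cut was called active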
Active calls of the source: *; x = no result given. Not a hit list; overall some 6.1% were active at least once.

SMILES	Measles CPE	HCT116 bCat-KO	BB579 growth dn	HCT116 PTEN-null	Yeast lifespan up	GALR2 blocker	Phagocytosis inh	MRP-1 activ	NPY Y2 blocker	E-sel TNF inh
Cc1ccc(S(=O)(=O)/N=C/c2ccco2)cc1	9	99	-18	103	-3	-4	0	-0.9	4	58
Cc1cc(C)n(-c2nc(NCc3cccnc3)c3c4c(sc3n2)COC(C)(C)C4)n1	9	4.5*	-17	8	-22	-1	0	-4.2	2	3
COc1ccc(NC(=O)CSc2nc(NS(=O)(=O)c3ccccc3)cc(=O)[nH]2)cc1	3	83	-42	88	-10	2	-2	-2.4	1	x
CCC1CCc2c(sc(NC(=O)c3ccoc3C)c2C(N)=O)C1 (stereo not given)	4	65	-56	59	-4	8	-3	-1.3	-2	5
Nc1c(N2CCN(c3ccccc3)CC2)c2ccccc2oc1=O	11	94	-27	93	-19	-10	-1	-3.2	4	-22
CNC(=S)NCCN1CCOCC1	6	92	-31	97	4	9	-2	-1.2	0	x
CC(=O)c1cccc(NC(=O)c2cc(C)no2)c1	18	102	-34	103	-4	14	x	-1.7	4	-30
O=C(c1cnn2c(C(F)F)cc(C3CC3)nc12)N1CCc2ccccc2C1	5	91	-4	85	-4	-8	5	-1.6	6	20
O=C(COc1ccc(Cl)cc1Cl)NCc1ccco1	6	91	2	95	-6	-9	-3	-3.2	1	x
c1ccc(C2(c3ccccc3)OCC(Cn3cncn3)O2)cc1 (stereo not given)	14	102	-15	105	-7	-13	x	0.0	5	-33
O=C(c1ccccc1)c1cnc(Nc2ccc(Cl)c(Cl)c2)s1	7	42	-57	30	-19	0	x	-4.8	1	4
C=CCn1c(N)c(-c2nc3ccccc3n2C)sc1=S	3	104	-36	109	-7	-2	1	-0.5	0	1
Cc1ccc(OCC(=O)Nc2cccc(C)n2)c(C)c1	16	97	-35	109	-16	12	-3	-0.9	1	-16
Cc1cc(OCC(=O)NCCCN(C)C)cc(C)c1Br	3	68	-16	65	-5	-2	2	-1.8	15	x
O=C(Nc1ccc([N+](=O)[O-])cn1)c1ccc(Br)o1	9	91	-13	96	-6	-5	-8	-0.4	3	4
O=C(Nc1ccccc1)N1CCN(c2nc3ccccc3s2)CC1	16	97	-8	87	-23	-10	1	-0.1	3	-10
Cc1c(C(=O)NCc2cccnc2)oc2c1C(=O)CC(C)(C)C2	1	98	-47	101	-7	0	1	-0.1	1	-11
Cc1ccc(Cl)cc1N(CC(=O)NC1CCCCC1)S(C)(=O)=O	4	96	5	90	-4	9	0	-1.4	1	18
N#C/C(=C\c1cc(Cl)ccc1O)C(=O)NC1CCCCC1	23	84	-57	82	1	3	0	-0.1	4	x
O=C(COc1cccc(Oc2ccccc2)c1)Nc1ccc(SC(F)F)cc1	13	36	-64	41	0	1	x	-1.2	12	23
CC(C)N1CC(C(=O)Nc2ccccc2)CC1=O (stereo not given)	5	39	1	102	x	10	x	-2.2	1	-16
Cc1ccc(C2=N/C(=C\c3cccs3)C(=O)N2Nc2ccccc2)cc1	26	85	-22	69	2	5	2	-3.7	-1	-6
CCCCn1c(SCc2nc(N)nc(Nc3ccccc3C)n2)nc2ccccc2c1=O	24	78	-37	77	11	-1	0	-2.0	7	-26
Cc1ccc2sc(NC(=O)CN3C(=O)c4ccccc4C3=O)nc2c1C	8	97	-24	97	3	0	x	-2.5	3	-9
CC(C)NC(=O)CCCOc1ccc(Cl)cc1Cl	11	94	3	94	-4	10	1	-0.3	0	-11

Next section:
SMILES	Measles CPE	HCT116 bCat-KO	BB579 growth dn	HCT116 PTEN-null	Yeast lifespan up	GALR2 blocker	Phagocytosis inh	MRP-1 activ	NPY Y2 blocker	E-sel TNF inh
CCC(=O)N1CCc2cc(S(=O)(=O)CCC(=O)NCc3ccc4c(c3)OCO4)ccc21	8	94	-29	102	-4	-6	-1	-1.4	-1	x
COC(=O)c1cc(Br)ccc1NC(=O)Nc1ccccc1	5	91	-20	95	-5	13	x	-0.7	-1	x
Cc1cc(C)c(NC(=O)CN2CCN3CCCC3C2)c(C)c1 (stereo not given)	22	99	-46	106	-12	-15	0	-0.6	6	-8
O=C(NCCC(=O)N1CCN(c2ncccn2)CC1)c1ccccc1Cl	3	87	-26	104	-11	-16	0	-2.5	3	x
N#Cc1cc(N2CCCCC2)c([N+](=O)[O-])cc1C#N	16	95	11	91	2	8	0	-0.6	3	x
COC(=O)c1ccccc1NC(=O)C1CCCN(S(C)(=O)=O)C1 (stereo not given)	1	103	-37	104	2	-2	-2	-0.1	0	-9
OCCN1CCN(Cc2cc(Cl)c3cccnc3c2O)CC1	10	9	22	9	14	8	-1	-2.7	2	1
Cc1cc(-n2nc(C)cc2C)nc(NS(=O)(=O)c2ccccc2)n1	3	93	5	99	-1	12	-1	-2.0	7	58*
NCCN=C1NS(=O)(=O)c2ccccc21	6	93	-23	98	x	-6	x	-0.1	1	29
NC(=O)CS(=O)(=O)c1nc2ccccc2n1CC(=O)N1CCCCC1	3	91	-46	97	-10	9	-3	-0.6	3	-25
O=c1cc2c(nn1Cc1c(Cl)cccc1Cl)-c1ccccc1CC2	11	90	-90	95	11	-5	-1	-0.2	11	19
O=C(Oc1ccc(-n2cnnn2)cc1)c1ccco1	32	93	36	89	-10	-2	1	-1.6	4	-2
CCCCNS(=O)(=O)c1ccc2c(c1)oc(=O)n2CC(=O)OCC	10	88	-26	101	-2	8	-1	0.3	-1	x
Cc1[nH]c2ccccc2c1Cc1nnc(SCCC#N)o1	3	86	-18	87	x	5	x	-2.0	8	-11
COc1ccc(S(=O)(=O)NCCCCCC(=O)NCCCN2CCOCC2)cc1	4	104	-65	97	-8	-11	-4	-0.9	3	2
Cc1cc(C(F)(F)F)nn1CC(=O)NNC(=S)NCC(C)C	7	95	-54	101	3	-1	-1	-0.4	0	4
CC1=CC2=NC(=O)/C(=C\c3cccn3CCOc3cc(C)ccc3C)C(=N)N2O1	15	71	-11	72	-3	0	-9	-3.5	5	x
COC(=O)c1ccc2c(=O)n(CCO)c(=S)[nH]c2c1	19	102	-94	101	-11	-8	-2	-1.8	0	2
COC(=O)C(CC(=O)c1ccc(Cl)cc1)c1ccc(C)cc1 (stereo not given)	24	88	-26	83	19	-2	x	0.2	3	-4
COc1ccc(-n2c(C)cc(C(=O)CSc3ccc(NC(C)=O)cc3)c2C)cc1	4	81	-34	77	10	-3	-3	3.7	4	-2
CCC(=O)Nc1nnc(CSCc2ccccc2)s1	1	99	-28	95	-7	-7	-2	-0.9	1	x
CS(=O)(=O)N(Cc1ccccc1)c1ccc(C(=O)NCc2cccnc2)cc1	23	91	-16	91	-5	-9	-2	-0.1	1	8
O=C1CC(C(=O)Nc2ccccc2)C2(CCCCC2)O1 (stereo not given)	3	100	-19	101	-4	7	0	-0.1	0	2
CC(C)(C)c1nnc(NC(=O)CN2C(=O)C3C4C=CC(C4)C3C2=O)s1 (stereo not given)	14	90	-32	103	-15	5	-2	-1.3	-1	27
CCN(c1cccc(C(F)(F)F)c1)S(=O)(=O)c1ccc2c(c1)CCN2C(=O)C1CC1	22	44	-4	55	-5	11	0	-3.2	14	-46

Carrying on.
SMILES	Measles CPE	HCT116 bCat-KO	BB579 growth dn	HCT116 PTEN-null	Yeast lifespan up	GALR2 blocker	Phagocytosis inh	MRP-1 activ	NPY Y2 blocker	E-sel TNF inh
CN(C)CCN1C(=O)c2oc3ccc(F)cc3c(=O)c2C1c1ccncc1 (stereo not given)	8	98	15	96	-6	7	0	-0.6	3	13
C(#CCN1CCC(Cc2ccccc2)CC1)COCCOCc1ccccc1	25	80	4	83	-5	6	-5	-1.4	13	x
COc1ccccc1NC(=O)Cc1c(F)cccc1Cl	20	92	-16	92	-3	-2	-7	0.3	2	x
S=c1[nH]nc(-c2ccco2)n1/N=C/c1cccs1	18	91	-30	97	-4	4	-12	-0.9	8	-8
CC1C(=NO)C(C)C(c2ccccc2)NC1c1ccccc1 (stereo not given)	6	95	-33	89	2	-4	0	-0.9	5	x
CSc1ccc(/C=C(\C(=O)O)c2ccc(S(=O)(=O)N3CCCCC3)s2)cc1	6	92	-30	89	5	-1	x	-1.2	5	-44
COc1cccc(N(CC(=O)NCc2cccnc2)S(C)(=O)=O)c1	8	95	-27	92	-7	-6	-1	0.8	1	x
COc1ccc(C(C#N)N2CCOCC2)cc1 (stereo not given)	16	92	-12	91	x	-14	x	-1.8	0	-10

A draw from above in order of molar mass, falling.
SMILES	Measles CPE	HCT116 bCat-KO	BB579 growth dn	HCT116 PTEN-null	Yeast lifespan up	GALR2 blocker	Phagocytosis inh	MRP-1 activ	NPY Y2 blocker	E-sel TNF inh
CCCCn1c(SCc2nc(N)nc(Nc3ccccc3C)n2)nc2ccccc2c1=O	24	78	-37	77	11	-1	0	-2.0	7	-26
O=C(COc1cccc(Oc2ccccc2)c1)Nc1ccc(SC(F)F)cc1	13	36	-64	41	0	1	x	-1.2	12	23
CS(=O)(=O)N(Cc1ccccc1)c1ccc(C(=O)NCc2cccnc2)cc1	23	91	-16	91	-5	-9	-2	-0.1	1	8
CC1=CC2=NC(=O)/C(=C\c3cccn3CCOc3cc(C)ccc3C)C(=N)N2O1	15	71	-11	72	-3	0	-9	-3.5	5	x
C(#CCN1CCC(Cc2ccccc2)CC1)COCCOCc1ccccc1	25	80	4	83	-5	6	-5	-1.4	13	x
O=C(NCCC(=O)N1CCN(c2ncccn2)CC1)c1ccccc1Cl	3	87	-26	104	-11	-16	0	-2.5	3	x
O=C(c1cnn2c(C(F)F)cc(C3CC3)nc12)N1CCc2ccccc2C1	5	91	-4	85	-4	-8	5	-1.6	6	20
O=c1cc2c(nn1Cc1c(Cl)cccc1Cl)-c1ccccc1CC2	11	90	-90	95	11	-5	-1	-0.2	11	19
O=C(c1ccccc1)c1cnc(Nc2ccc(Cl)c(Cl)c2)s1	7	42	-57	30	-19	0	x	-4.8	1	4
Cc1cc(-n2nc(C)cc2C)nc(NS(=O)(=O)c2ccccc2)n1	3	93	5	99	-1	12	-1	-2.0	7	58*
COc1ccccc1NC(=O)Cc1c(F)cccc1Cl	20	92	-16	92	-3	-2	-7	0.3	2	x
CCC(=O)Nc1nnc(CSCc2ccccc2)s1	1	99	-28	95	-7	-7	-2	-0.9	1	x
O=C1CC(C(=O)Nc2ccccc2)C2(CCCCC2)O1 (stereo not given)	3	100	-19	101	-4	7	0	-0.1	0	2
CC(=O)c1cccc(NC(=O)c2cc(C)no2)c1	18	102	-34	103	-4	14	x	-1.7	4	-30
NCCN=C1NS(=O)(=O)c2ccccc21	6	93	-23	98	x	-6	x	-0.1	1	29
